FXIa inh: human FXIa protease inhibitors, primary screen, biochemical, 1536-well | Coagulation factor XI (Homo sapiens), P03951 | purified FXIa, Boc-Glu-Ala-Arg-AMC fluorogenic substrate | inhibition, % at 5 µM | 220,000 compounds, 0.14% hits | AID 798, 2007;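 active = inhibition of at least 40%; inactive = inhibition below 40%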;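 note: fluorescence of freed AMC excited at 355 nm; 0% = enzyme without compound and 100% = no enzyme blank; many of its hits are not listed in these tables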
Furin inh: human furin inhibitors, primary screen, biochemical, fluorescence intensity; P09958; purified furin, fluorogenic substrate cleavage; 220,000 compounds, 0.061% hits; inhibition, % at 30 µM; AID 463115, 2010; in the data active = inhibition above about 25%; note: inactives centre near -15
Cl transport mod: KCC2 cotransporter modulators, thallium flux, primary screen, cell-based, HEK293 KCC2, FluoZin-2 fluorescence, MLSMR; Solute carrier family 12 member 5 (Homo sapiens), Q9H2X9; KCC2 cells, thallium flux FluoZin-2 fluorescence; B-score of Tl+ flux slope (higher = more flux/activation; lower = inhibition) at 10 µM; 190,000 compounds, 2.2% hits; AID 1456, 2008;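 active = thallium flux slope and its plate-corrected score both differing from the plate sample mean at a set confidence after two filtering rounds, in either direction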;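 note: slope of fluorescence scaled to starting intensity during 10 to 20 s after thallium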
PERK inhibitor: block of dimerizer-induced PERK translation repression, primary screen, PERK inhibitor project, CHO PERK-DD cells, SEAP luminescence, HTS; Eukaryotic translation initiation factor 2-alpha kinase 3 (Homo sapiens), Q9NZJ5; CHO PERK-DD fusion, SEAP luminescence translation reporter; inhibition, % at 5.6 µM; 220,000 compounds, 0.17% hits; AID 1416, 2008;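 active = inhibition above the mean inhibition of all tested compounds plus 3 SD, set separately per screening campaign, cut at about 2.9% in these data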;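 note: PERK kinase domain activated by AP20187 dimerizer at 100 nM; 0% = DMSO with dimerizer and 100% = rapamycin at 8.4 µM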
thrombin 1536: human alpha-thrombin inhibitors, primary screen, counter-screen for coagulation protease inhibitor project, biochemical, 1536-well, fluorogenic AMC substrate; Boc-VPR-AMC fluorogenic substrate cleavage; inhibition, % at 5 µM; 220,000 compounds, 0.26% hits; AID 1046, 2008;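 active = inhibition at or above 40%; inactive = inhibition below 40%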;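 note: 0% = enzyme with no compound and 100% = wells without enzyme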
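Material: Human alpha-thrombin protein | Buffer or medium: pH 7.5 Tris-saline with Tween 20 | Reagent: Boc-VPR-AMC substrate, 15 µM final | Schedule: Reaction at ambient temperature | Detection: AMC fluorescence at 355 nm excitation and 460 nm emission | Evaluation: Percent inhibition scaled between no-compound controls and no-enzyme blanks | Controls: no-compound enzyme wells and no-enzyme blanks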
FXIIa inh 1536: human FXIIa protease inhibitors, primary screen, biochemical, 1536-well; Coagulation factor XII (Homo sapiens), P00748; purified FXIIa, Boc-QGR-AMC fluorogenic substrate, 2 h; inhibition, % at 5 µM; 220,000 compounds, 0.3% hits; in the data active = inhibition above about 40%;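 note: 0% = enzyme with no compound and 100% = blank without enzyme; many of its hits are not listed in these tables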
Target sequence (P00748 20-372 limits assumed): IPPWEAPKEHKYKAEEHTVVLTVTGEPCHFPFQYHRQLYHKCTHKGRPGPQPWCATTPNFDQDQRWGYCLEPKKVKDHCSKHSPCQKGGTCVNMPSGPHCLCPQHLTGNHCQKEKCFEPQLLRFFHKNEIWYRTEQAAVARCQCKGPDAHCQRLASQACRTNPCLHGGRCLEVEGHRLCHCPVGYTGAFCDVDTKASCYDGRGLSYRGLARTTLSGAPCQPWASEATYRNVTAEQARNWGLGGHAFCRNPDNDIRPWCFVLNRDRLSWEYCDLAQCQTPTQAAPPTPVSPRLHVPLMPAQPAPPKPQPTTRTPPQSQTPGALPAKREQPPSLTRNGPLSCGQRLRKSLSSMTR
Target sequence (P00748 373-615 limits assumed): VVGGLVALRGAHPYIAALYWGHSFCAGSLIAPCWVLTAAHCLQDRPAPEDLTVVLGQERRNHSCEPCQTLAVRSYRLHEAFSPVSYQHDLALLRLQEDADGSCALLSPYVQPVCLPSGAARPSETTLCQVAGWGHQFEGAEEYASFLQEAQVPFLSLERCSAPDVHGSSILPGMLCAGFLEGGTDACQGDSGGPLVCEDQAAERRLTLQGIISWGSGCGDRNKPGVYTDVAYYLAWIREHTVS
hK5 inh: human KLK5 protease inhibitors, primary screen, biochemical, 1536-well; Kallikrein-5 (Homo sapiens), Q9Y337; recombinant hK5, fluorogenic AMC substrate cleavage; inhibition, % at 5 µM; 210,000 compounds, 0.59% hits; AID 873, 2007;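 active = inhibition of 40% or more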;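 note: 0% = enzyme controls without compound and 100% = no-enzyme blanks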
Target sequence (Q9Y337 67-293 limits assumed): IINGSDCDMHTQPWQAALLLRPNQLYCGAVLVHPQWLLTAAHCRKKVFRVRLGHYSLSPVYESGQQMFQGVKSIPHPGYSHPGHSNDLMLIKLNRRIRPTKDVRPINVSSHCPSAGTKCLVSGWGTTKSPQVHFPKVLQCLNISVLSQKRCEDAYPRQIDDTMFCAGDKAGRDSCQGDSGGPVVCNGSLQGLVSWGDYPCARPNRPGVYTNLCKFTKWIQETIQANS
Calpain2 inh: inhibitors of pig calpain II, primary screen, biochemical, fluorogenic peptide substrate, 1536-well; purified calpain II, 30 min; inhibition, % at 16 µM; 220,000 compounds, 0.37% hits; AID 1236, 2008;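 active = inhibition above about 50%, limit read from the data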
Rad51 HR inh: human RAD51 strand exchange inhibitors, primary screen, biochemical, fluorescence; DNA repair protein RAD51 homolog 1 (Homo sapiens), Q06609; hRad51 DNA strand exchange, fluorescence dequenching; inhibition, % at 10 µM; 200,000 compounds, 0.085% hits; AID 1385, 2008;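 active = inhibition above 40% at the single screening dose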;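 note: 0% = DMSO control wells and 100% = blanks with heterologous ssDNA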
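Test system – preformed human Rad51 ssDNA filaments · Reagent – Donor/quencher-labelled 47-bp dsDNA substrate · Incubation – 37 °C 15-min filament assembly, 30-min compound preincubation, 15-min exchange · Signal – FRET fluorescence dequenching, excitation 485 nm, emission 520 nm · Read-out – percent inhibition from fluorescence, normalised to plate control and blank means · Benchmarks – plate control and blank wells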
An asterisk follows results filed as active; i = inactive; x = no result given; [ ] = another dose, or the depositor's remark.

SMILES,FXIa inh,Furin inh,Cl transport mod,PERK inhibitor,thrombin 1536,FXIIa inh 1536,hK5 inh,Calpain2 inh,Rad51 HR inh
Cc1cc(C)cc(-n2nnn(C3C/C(=N/NC(N)=S)C4OCC3O4)c2=S)c1 (centres undefined),-4,-13,-0.6,-0.4,-11,6,-1,-14,-12
Cc1ccc(Cn2c(=O)oc3ccccc32)cc1,-2,-28,0.089,0.6,10,8,-2,9,3
CCOC(=O)Cc1csc(NC(=O)C2CCCCC2C(=O)O)n1 (centres undefined),-1,-2[20 µM],1.1,0.0,-14,1,-21,-54,-12
CC1CCCC(NC(=O)COC(=O)c2c[nH]c(=O)[nH]c2=O)C1C (centres undefined),1,-23[20 µM],-0.017,1.0,-8,2,-16,-2,4
[O-]/C(=C(\C(=S)Nc1ccc(SC(F)F)cc1)[n+]1ccccc1)c1ccc(Cl)cc1Cl,2,-31,-1.5,0.0,3,15,8,-53,2
CCOC(=O)Cn1c2c(c(=N)c3ccccc31)CCC2,-9,9[20 µM],0.48,0.9,5,19,13,-11,0
CC(C)Cn1c(N)c(C(=O)COC(=O)c2cc(C3CC3)nc3ccccc23)c(=O)n(C)c1=O,8,-12,-1.1,-0.2,0,17,-8,-40,4
C=C(Br)Cn1c(CC)nc2ccccc21,-1,-12[20 µM],-0.085,0.4,-29,-1,-4,-6,5
COc1ccc(NC(=O)CSc2nnc(Cc3cccn3C)n2-c2ccc(F)cc2)cc1OC,4,-14,-0.0039,-0.8,-4,12,-6,5,6
COc1ccc(CNc2ccc(C)cc2)cc1Br,4,-24[20 µM],-0.72,0.3,-1,6,0,0,-4
CC(C)C(NC(=O)c1ccccc1)C(=O)NCC(c1ccccc1)N(C)C (centres undefined),-3,-20,0.64,0.5,-11,4,7,-37,-3
Cc1ccc(NC(=O)Cc2c(O)c3ccccc3[nH]c2=O)c(C)c1,4,-18,-0.091,-1.0,2,11,3,10,14
COC(=O)c1c(NC(=O)CN(c2ccccc2)S(C)(=O)=O)sc2c1CCCC2,-3,-9,0.032,-1.4,-4,5,-3,30,0
Cc1c(-n2cccc2C=O)cccc1[N+](=O)[O-],-2,-23,-0.64,0.6,6,-1,-16,9,15
COC(=O)CSc1nc2nc(C)c(Br)cc2[nH]1,-4,-15[20 µM],0.26,2.4,-13,0,-18,-48,-5
CCOC(=O)c1c(C)c(C(=O)Nc2ccc(N(C)C)cc2)c(C)n1CC,-8,-14,-0.72,-0.7,-2,-5,2,-9,-26
O=C(NCCc1ccccc1)c1ncn[nH]1,-6,-16[20 µM],0.85,0.3,-7,8,-3,-15,-2
CC(C)(C)c1cc(C(=O)N/N=C/c2ccc([N+](=O)[O-])s2)n[nH]1,14,-21,0.24,0.2,4,7,4,8,-1
Cc1ccc(NC(=O)N2CCCCC2)cc1[N+](=O)[O-],-4,-20,x,1.9,0,9,1,5,1
COC(=O)c1ccccc1NC(=O)/C=C/C(=O)O,5,-24,0.47,0.7,-1,7,-16,12,-8
COc1ccc(S(=O)(=O)N(CC(=O)NCC2CCCO2)c2ccc(F)cc2)cc1OC (centres undefined),5,-5[20 µM],0.0077,-0.6,2,16,-5,9,-1
O=C(Nc1ccccc1)c1ccc(NCc2cccnc2)c(S(=O)(=O)N2CCOCC2)c1,-2,-9[20 µM],-1.9,-0.9,-8,6,-16,5,-1
O=C(NCCc1ccccc1)C(=O)NN=C1CCCC1,4,-14[20 µM],-1.1,-0.6,2,13,4,-16,x
CCOC(=O)c1ccc(NC(=O)CN2C(=O)CSC(C)C2=O)cc1 (centres undefined),3,-18,0.0054,0.9,-10,3,-11,3,-2
Cc1ccc(CNC(=O)CSc2nc3ccsc3c(=O)n2Cc2ccc(C(=O)O)cc2)cc1,-1,-9,0.17,1.0,-10,8,0,-31,-3
COc1ccc(CCNc2cc(C)nc3c(-c4ccccc4)cnn23)cc1OC,-5,-7,-1.6,-1.1,-9,-8,-8,-21,-3
Cc1ccc2[nH]c(=O)c(CN(Cc3cccnc3)C(=S)NCCCN(C)C)cc2c1,-2,-14,0.57,1.0,-9,6,0,-9,3
Cc1cc(NS(=O)(=O)c2ccc(NC(=S)NC(=O)c3ccc(Cl)cc3Cl)cc2)no1,-8,-18[20 µM],-0.47,1.8,-5,2,-1,-2,12
COc1ccc(OC)c(C2C(C(C)=O)=C(O)C(=O)N2CCc2ccc(OC)c(OC)c2)c1 (centres undefined),-2,-12[20 µM],0.029,0.2,-5,2,-12,-7,2
O=C(C1CCC(=O)N1Cc1ccccc1Cl)N1CCN(c2ccc(F)cc2)CC1 (centres undefined),7,-22,-0.72,-0.6,3,17,-17,27,-7
Fc1ccc(/C=N/N2CCOCC2)c(F)c1,11,-4,-0.95,-0.6,6,16,15,7,-7
CCC(C)(C)c1ccc(Oc2ccc(N)cc2)cc1,8,-7,0.37,-0.8,-18,10,5,34,-7
O=C(/C=C/c1ccco1)NC(=S)Nc1cc(C(F)(F)F)ccc1N1CCOCC1,2,-22,0.016,0.3,-2,13,-7,-25,-20
Cc1c(N(C(=O)CNC(=O)c2ccccc2)C2(C(=O)NC3CCCCC3)CCCCC2)c(=O)n(-c2ccccc2)n1C,-2,-22,-0.17,0.4,4,10,1,-1,7
COc1ccc(/C=N/n2c(N)nc(-c3ccccc3)c2-c2ccccc2)cc1,1,-17[20 µM],-0.62,-0.7,4,14,7,-36,7
O=C(NCc1ccccc1)c1cc(=O)[nH]c2ccccc12,-8,-9[20 µM],x,-0.1,-6,-12,0,-37,-7
CC(=O)Nc1ccc(C2Nc3ccccc3C(=O)N2C2CCCCC2)cc1 (centres undefined),-2,-33,x,-0.6,-3,6,-54,i,-4
Cc1ccc(C)c(NC(=S)NC(NC(=O)OCc2ccccc2)C(Cl)(Cl)Cl)c1 (centres undefined),5,-17,-0.36,0.2,3,10,-2,-11,x
CCCc1cc(C(=O)Nc2ccc(F)cc2F)no1,4,-18,0.26,0.9,0,6,-4,-3,4
COc1ccc(NC(=O)c2ccc(-c3nn(C)c(=O)c4ccccc34)cc2)cc1C(N)=O,-3,-30,x,1.0,-6,8,-5,-46,7
O=[N+]([O-])c1cccnc1NCCc1ccccc1,1,-28,x,0.4,3,8,x,10,x
N#C/C(=N\Nc1ccccc1F)C(=N)N1CCCCC1,3,0[20 µM],0.7,0.9,2,10,-11,-5,-8
CCCCC1CCC(C(=O)NC2CCS(=O)(=O)C2)CC1 (centres undefined),8,-17[20 µM],-0.84,0.9,5,11,-18,-4,8
CC1(C)O[C@@H]1COc1c2ccoc2cc2oc(=O)ccc12,1,-10,-0.39,-0.3,-4,7,-11,-5,12
CCc1ccc(/C=C2\SC(=S)N(CCC(=O)Nc3cc(C)on3)C2=O)cc1,1,-13,-0.15,1.4,0,12,x,27,x
CCn1c(SCC(=O)NCCc2ccccc2)nnc1-c1cccs1,5,-12,-0.78,-0.5,1,21,-5,-15,-3
O=C(NCc1ccco1)c1ccc2snnc2c1,0,-20[20 µM],0.92,1.0,-6,7,-1,12,-7
CCOC(=O)c1sc2nc(CC(=O)OC)nc(NCCN3CCOCC3)c2c1C,-3,-29[20 µM],-0.8,-0.8,1,-11,4,2,-3
CN(Cc1ccccc1)C(=O)c1ccc2c(c1)OCO2,-1,-13,-0.65,0.5,-1,8,-17,-14,0
CCOC(=O)Cc1cnc(NC(=O)c2ccccc2)s1,-2,-20,-0.17,0.3,-1,12,-2,-1,-1
O=C(Nc1cccc(S(=O)(=O)NC2=NCCC2)c1)C1CCC1,-2,-14,0.24,1.9,-8,4,3,-30,3
CCOC(=O)c1c(NC(=O)Cn2cnc([N+](=O)[O-])n2)sc2c1CCCC2,-2,-15,0.45,0.5,-4,11,2,6,16
CC(C)c1nccn1S(=O)(=O)c1cccc([N+](=O)[O-])c1,17,-19,1.3,0.6,-1,17,-16,-5,6
COc1cc(/C=N/n2cnnc2)ccc1OCCSc1ccc(C)cc1,-3,-9,x,0.0,-1,13,4,2,0
Cc1cccc(Cn2ccc(N)n2)c1,3,-29,0.17,1.1,x,7,1,19,5
CC(C)(C)/C=N/NC(=O)CNC(=O)c1ccc2c(c1)OCCO2,6,-20,-0.68,0.8,-8,9,-7,-10,x
COc1cccc(C(=O)Nc2ccc(N3CCN(S(C)(=O)=O)CC3)cc2)c1,-13,-9[20 µM],0.87,-0.4,-7,3,2,-7,x
c1ccc2c(c1)nnn2CNc1nccs1,-1,-6,-0.16,0.2,-3,9,-8,-5,x
O=C(CSc1ncnc2ccccc12)NCC(=O)c1ccccc1,-2,-24,-2.3,0.4,10,7,0,-33,25
Cc1cccc(C(=O)NCCc2ccc(S(N)(=O)=O)cc2)c1[N+](=O)[O-],7,-18,1.2,1.0,-2,13,-15,2,0

New compounds follow
SMILES,FXIa inh,Furin inh,Cl transport mod,PERK inhibitor,thrombin 1536,FXIIa inh 1536,hK5 inh,Calpain2 inh,Rad51 HR inh
CCCCCCCCSc1nnc2[nH]c(=O)cc(N)n12,3,-32,-0.068,0.1,-1,3,-1,-1,-4
O=c1c2ccccc2nc(SCc2cc(=O)n3ccsc3n2)n1CCCO,3,4[20 µM],-0.49,-2.4,-4,-4,-40,-113,-6
Cc1cc(C(=O)COc2ccc(Cl)cc2Br)c(C)n1C,0,-16,-0.63,1.1,-6,5,1,-2,10
COc1ccc(OC)c(NC(=O)Cc2coc3ccc4ccccc4c23)c1,3,-6[20 µM],-0.094,-0.9,-2,4,-14,8,7
COc1cc(OC)cc(-c2nc3cc(C)ccc3o2)c1,8,-17[20 µM],1.2,0.7,1,22,2,-7,5
CN1CCN(C(=O)c2ccc(Cl)c(S(=O)(=O)N3CCCCC3)c2)CC1,-4,-23,1.1,1.1,-2,-1,-18,-5,4
COc1ccccc1CN1C2CCCC1CC(NC(=O)/C=C/c1ccccc1)C2 (centres undefined),-2,-29,-0.43,0.5,0,6,4,-8,-9
Cc1ccc(NS(=O)(=O)c2ccc3[nH]c(=O)c(=O)[nH]c3c2)cc1Cl,1,-9,0.21,0.8,2,10,4,19,17
C=CCNC(=O)C1CC(=O)N(c2ccc(Br)cc2)C1 (centres undefined),6,-29,-0.031,1.1,2,18,3,6,-6

Only part of the results is shown; count on the stated rates, not on these rows.
